Source: PubChem BioAssay (National Center for Advancing Translational Sciences (NCATS))
p53 reactivator – mutant p53 re-activation in reporter cells | H1299 p53-A138V BP100-luciferase reporter, luminescence, 24 h | Potency, µM (highest dose often 92.2 µM), for inactives: at the highest dose activity change, positive = activation, usual class: activators | 320,000 tested, 0.063% active | AID 504706; note: potency is the fitted concentration of half-maximal effect; % of control where 0% means no effect; nearly all actives have a fitted effect of over 45% in size
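H1299 (p53-null), stable ts p53-A138V + BP100-Luc; 1000 cells/well, Opti-MEM/10% FBS; cpd 4 pt, 1:5; 24 h, 37 deg C, 5% CO2; detection reagent 10 min RT; luminescence.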
ELG1 genotox – genotoxicity induction in ELG1-luciferase HEK293T cells. HEK293T ELG1-luciferase reporter, luminescence, 16 h. Potency, µM (doses to about 46 µM), without a hit: at the highest dose activity change, positive = activation, usual class: activators. 330,000 tested, 1.3% active. AID 504466; note: potency is the fitted concentration of half-maximal effect; % of control where 0% means no effect; nearly all actives have a fitted effect of over 60% in size
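HEK293T cells expressing luciferase-tagged ELG1 were treated with compound or DMSO for 16 hr at 37°C. Luciferase activity was then read after 30 min with ONE-Glo at room temperature; rising signal flags genetic stress.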
TRPV1 agonist – human TRPV1 agonism | 320,000 tested, 0.19% active | TRPV1-expressing cells, Fluo-8 calcium influx, agonist mode | activation, % at 8.33 µM | AID 540275; in the data active = activation above about 80%; inconclusive = between about 30% and that limit; note: 0% is about no effect
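Cells expressing TRPV1 were dye-loaded with Fluo-8 and read kinetically: 10 s baseline, 3 min after compound (agonist portion), then 2 min after EC20 capsaicin (allosteric enhancer portion). Calcium-bound dye fluorescence at 480/520 nm.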
S-ASM inh – human S-ASM enzyme inhibition | AID 504937 | Potency, µM (doses to about 57.5 µM), inactives show at the top dose activity change, negative = inhibition, most hits filed as inhibitors | 340,000 tested, 0.006% active | placental ASM, HMU-PC fluorogenic substrate, 60 min | P17405; note: potency is the fitted concentration of half-maximal effect
Target sequence (P17405 47-631 limits assumed): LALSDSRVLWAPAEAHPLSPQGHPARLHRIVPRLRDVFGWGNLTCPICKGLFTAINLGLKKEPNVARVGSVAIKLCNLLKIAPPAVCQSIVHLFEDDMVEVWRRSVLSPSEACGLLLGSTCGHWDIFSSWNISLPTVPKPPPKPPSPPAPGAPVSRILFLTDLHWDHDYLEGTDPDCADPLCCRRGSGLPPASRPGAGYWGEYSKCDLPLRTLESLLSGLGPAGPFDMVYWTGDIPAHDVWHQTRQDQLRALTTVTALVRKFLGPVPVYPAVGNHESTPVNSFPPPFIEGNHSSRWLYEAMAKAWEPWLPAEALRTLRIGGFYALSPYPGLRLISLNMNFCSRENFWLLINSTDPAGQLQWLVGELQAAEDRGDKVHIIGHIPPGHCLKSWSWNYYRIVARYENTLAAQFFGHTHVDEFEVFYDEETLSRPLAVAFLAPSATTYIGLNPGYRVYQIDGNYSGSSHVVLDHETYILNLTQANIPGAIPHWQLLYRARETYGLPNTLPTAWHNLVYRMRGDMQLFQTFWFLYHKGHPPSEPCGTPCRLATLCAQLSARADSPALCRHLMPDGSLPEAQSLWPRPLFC
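HMU-PC0 cleavage (9 uM final) by human placental ASM, 60 min at 37 °C following 10 min compound exposure at RT; stopped at pH 10, fluorescence Ex 386/Em 447 nm.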
TSG101-PTAP inh – blocks PTAP/TSG101 interaction to inhibit HIV-1 budding; Q99816; Fluorescence polarization, FITC-PTAP peptide / Tsg101 binding; Potency, µM (highest dose often 115 µM), without a hit: at the top dose activity change, negative = inhibition, most hits filed as inhibitors; 340,000 tested, under 10 active; AID 493005; active = well fitted inhibition curve with a large enough effect in the main read-out, with a control signal flat, not every such curve was filed as active; inconclusive = small, poorly fitted or top-dose-only effect, or effect the other way, or a change in a side signal; inactive = no such curve, though single readings can be large or run the other way; note: potency is the fitted concentration of half-maximal effect; % of control where 0% means no effect
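Fluorescence anisotropy tracks displacement of a FITC-tagged PTAP peptide (50 nM) from the Tsg101 binding domain (10 uM), following a 20 min room-temperature incubation at pH 7.5.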
USP2a block – blocks human ubiquitin-specific protease USP2a. AID 463254. Potency, µM (titrated, usually from 38.3 µM), for inactives: at the top dose activity change, negative = inhibition, actives largely listed as inhibitors. O75604. USP2 core, Ub-CHOP2 coupled fluorogenic reporter, 485/531. 330,000 tested, 0.01% active;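 note: potency is the fitted concentration of half-maximal effect; plate controls were DMSO wells for no effect and full inhibition by NEM control for full effect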
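Deubiquitinase activity read as fluorescence (485/531 nm) after Ub-CHOP2 cleavage activates the enterokinase reporter on its substrate; USP2 core 10nM, Ub-CHOP2 and substrate 25nM each, 30min compound preincubation then 60min RT; data normalized to NEM, curves fitted.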
BRCA1 expr act – increases BRCA1 expression | MCF7-BRCA1-FFLuc reporter, luminescence, 48 h; response scale: scaled: vehicle 0%, 10 µM genistein 100% | Potency, µM (top dose mostly 46.1 µM), for inactives: at the highest dose activation, most hits filed as activators | 380,000 tested, 1.1% active; note: potency is the fitted concentration of half-maximal effect; nearly all actives have a fitted effect of over 80% in size; some results filed as inactive show a strong effect at the top dose
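Activators of BRCA1 expression were detected as increased firefly luciferase luminescence in engineered MCF7 cells after 48 h compound incubation. Signals were scaled to genistein 10 microM as full activation.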
a7 integrin act – activators of alpha7 integrin expression for muscular dystrophy; Potency, µM (highest dose often 38.3 µM), for inactives: top-dose activation, usual class: activators; 350,000 tested, 0.064% active; AID 624291; alpha7betagal myoblasts, beta-gal FDG fluorescence, 48 h;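 note: potency is the fitted concentration of half-maximal effect; 100% = response of the positive control SU9516; nearly all actives have a fitted effect of over 60% in size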
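alpha7betagal+/- myoblasts (passage 13, 250/well) treated 48 h at 37C with compounds at 1:260 dilution of DMSO stock. Lysed, then beta-galactosidase activity read as FDG fluorescence (ex 480/em 540) after 30 min, with pre-read for autofluorescence.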
B2AR arrestin – agonists driving beta-arrestin recruitment to human beta2-adrenergic receptor; P07550; beta-arrestin recruitment to beta2AR, cell-based reporter; Potency, µM (series often up to 46.1 µM), for inactives: at the top dose activation, actives largely listed as activators; 330,000 tested, 0.02% active;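 note: potency is the fitted concentration of half-maximal effect; 0% = DMSO controls and full agonism = EC100 isoproterenol or metaproterenol; nearly all actives have a fitted effect of over 65% in size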
uPA surface inh – cell surface uPA generation inhibition | 330,000 tested, 0.31% active | cell surface uPA generation assay, qHTS | Potency, µM (top dose mostly 38.3 µM), without a hit: top-dose activity change, negative = inhibition, actives largely listed as inhibitors; active = well fitted inhibition curve with a large enough effect; inconclusive = small, poorly fitted or top-dose-only effect; inactive = no such curve, though single readings can be large or run the other way; tested in mouse RAW 264.7 cells; note: potency is the fitted concentration of half-maximal effect; % is set by controls: 0 for no effect and ±100 for the full control effect; nearly all actives have a fitted effect of over 55% in size
Eya2 phos inh – inhibitors of human Eya2 phosphatase activity. recombinant Eya2, OMFP fluorescence dephosphorylation (OMFP is methylfluorescein phosphate). Potency, µM (highest dose often 76.9 µM), for the others: at the top dose activity, negative = inhibition, hits mostly inhibitors. 330,000 tested, 0.006% active. AID 488837; note: potency is the fitted concentration of half-maximal effect; % is set by controls: 0 for no effect and ±100 for the full control effect
Target sequence (O00167 whole entry, looked up): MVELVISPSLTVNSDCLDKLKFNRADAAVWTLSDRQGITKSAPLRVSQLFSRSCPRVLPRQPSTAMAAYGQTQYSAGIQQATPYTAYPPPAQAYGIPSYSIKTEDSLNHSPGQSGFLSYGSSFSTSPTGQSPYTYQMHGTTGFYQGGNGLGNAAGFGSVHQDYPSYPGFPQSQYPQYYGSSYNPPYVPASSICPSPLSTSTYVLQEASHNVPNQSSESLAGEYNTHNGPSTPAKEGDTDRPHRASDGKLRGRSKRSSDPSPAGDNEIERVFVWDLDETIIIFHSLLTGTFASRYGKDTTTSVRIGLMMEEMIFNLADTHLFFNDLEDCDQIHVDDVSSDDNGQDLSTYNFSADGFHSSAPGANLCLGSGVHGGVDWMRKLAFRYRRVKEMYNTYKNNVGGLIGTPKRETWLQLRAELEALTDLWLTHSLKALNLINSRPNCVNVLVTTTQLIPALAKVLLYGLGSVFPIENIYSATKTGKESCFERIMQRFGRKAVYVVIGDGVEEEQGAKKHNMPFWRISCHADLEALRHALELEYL
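Eya2 (0.2 uM) preincubated 10 min at ambient with compound, then OMFP substrate added at 50 uM; 10 min reaction in 50 mM HEPES pH 7.5, 50 mM NaCl, 5 uM MgCl2, 0.05% BSA, 1 mM DTT. Fluorescence read at Ex 485/Em 525 nm.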
* hit, by the source's call; u = inconclusive; x = no result given; [ ] = remark or other dose. Unless noted, calls come from the whole dose curve; as a rule, active = well fitted curve in the direction sought with a large enough effect; inconclusive = small, poorly fitted or top-dose-only effect, or another doubt; inactive = no such curve, though single readings can be large; an effect the other way counts as inactive or inconclusive. An unsorted share of the library. About 2.6% of those tested had a hit in this group.

No. | compound | p53 reactivator | ELG1 genotox | TRPV1 agonist | S-ASM inh | TSG101-PTAP inh | USP2a block
1 | COc1cccc(-c2cc(C(=O)NC3CCCCC3)no2)c1 | 28% | u | 19 | -1% | 1% | -1%
2 | Cc1ccc(S(=O)(=O)N2CCCCC2)cc1C(=O)N(C)CC(=O)Nc1ccc(Cl)c(C(F)(F)F)c1 | 29% | -24% | 0 | -17% | -2% | -1%
3 | Cc1ccccc1SCC(=O)NCCCn1ccnc1 | -2% | 0% | 1 | -1% | -6% | 2%
4 | CCCCCCC1CCC(c2nc(-c3ccncc3)no2)CC1 (stereo not given) | 1% | -1% | -3 | 17% | -8% | 1%
5 | COc1ccc(NC(=O)N(CCCN(C)C)Cc2cc3cc(OC)ccc3[nH]c2=O)cc1 | 0% | 1% | -2 | 13% | -4% | 0%
6 | COc1cc2c(cc1OC)CN(CC(=O)Nc1ccccc1SC)CC2 | -1% | -2% | 1 | 6% | -1% | 0%
7 | COc1ccc(Cn2c(=O)n(Cc3ccco3)c(=N)c3c4c(sc32)COC(C)(C)C4)cc1 | -1% | -6% | u | -2% | 1% | -3%
8 | Cc1c(NC(=O)COC(=O)C2CC3C=CC2C3)c(=O)n(-c2ccccc2)n1C (stereo not given) | -9% | 2% | 0 | 1% | -3% | 2%

No. | BRCA1 expr act | a7 integrin act | B2AR arrestin | uPA surface inh | Eya2 phos inh
1 | u | u | 0.3% | -3% | 2%
2 | -49% | -10% | -2.3% | u | 1%
3 | -1% | -11% | -0.2% | 4% | 12%
4 | 5% | -12% | -0.5% | -2% | 6%
5 | -5% | -33% | -0.6% | -2% | 0%
6 | -2% | 15% | 0.1% | 2% | 7%
7 | -39% | -43% | 0.1% | -10% | -5%
8 | -1% | 8% | -0.2% | 5% | 6%

Following part.
No. | compound | p53 reactivator | ELG1 genotox | TRPV1 agonist | S-ASM inh | TSG101-PTAP inh | USP2a block
9 | CNC(=S)N/N=C/c1ccc(C(C)C)cc1 | x | x | x | -4% | -4% | x
10 | O=C1COc2ccc(S(=O)(=O)N3CCN(c4cccc(Cl)c4)CC3)cc2N1 | -5% | 11% | 27 | -3% | -8% | 2%
11 | COc1cccc(Nc2nnc(SCC3CCCCO3)s2)c1 (stereo not given) | 12% | 14% | u | -4% | 0% | -2%
12 | O=c1oc2ccccc2c(O)c1C=Nc1cccnc1 | -1% | -8% | 1 | 2% | -4% | -1%
13 | CCC1CCC(NC(=O)Nc2cccc(OC)c2)CC1 (stereo not given) | 8% | u | u | -4% | 0% | 2%
14 | Nn1cnc2c([nH]c3ccccc32)c1=O | -2% | 1% | -9 | 5% | -2% | 3%
15 | O=C(COC(=O)C1CC(=O)N(Cc2ccccc2)C1)Nc1cccc([N+](=O)[O-])c1 (stereo not given) | -1% | 0% | x | -2% | -3% | -5%
16 | CCOc1ccc(C(=O)N2CCN(c3cccc(C)c3C)CC2)cc1 | x | x | u | -3% | -6% | x

No. | BRCA1 expr act | a7 integrin act | B2AR arrestin | uPA surface inh | Eya2 phos inh
9 | 5µM* | -52%[inhibitor] | x | -5% | x
10 | -22% | -29% | 0.1% | 12% | -6%
11 | 66% | 1% | -0.7% | -5% | 4%
12 | -4% | -9% | 0.0% | 3% | 10%
13 | u | -10% | 0.1% | -7% | -2%
14 | 7% | -3% | -0.4% | -1% | 2%
15 | 13% | 8% | 0.0% | 5% | 2%
16 | 3% | -28% | x | 0% | x

3 compounds from above, arranged by number of heavy atoms, descending.
No. | compound | p53 reactivator | ELG1 genotox | TRPV1 agonist | S-ASM inh | TSG101-PTAP inh | USP2a block
10 | O=C1COc2ccc(S(=O)(=O)N3CCN(c4cccc(Cl)c4)CC3)cc2N1 | -5% | 11% | 27 | -3% | -8% | 2%
12 | O=c1oc2ccccc2c(O)c1C=Nc1cccnc1 | -1% | -8% | 1 | 2% | -4% | -1%
14 | Nn1cnc2c([nH]c3ccccc32)c1=O | -2% | 1% | -9 | 5% | -2% | 3%

No. | BRCA1 expr act | a7 integrin act | B2AR arrestin | uPA surface inh | Eya2 phos inh
10 | -22% | -29% | 0.1% | 12% | -6%
12 | -4% | -9% | 0.0% | 3% | 10%
14 | 7% | -3% | -0.4% | -1% | 2%

An excerpt from above in order of the TRPV1 agonist value, lowest first.
item | Molecule | TRPV1 agonist
14 | Nn1cnc2c([nH]c3ccccc32)c1=O | -9
12 | O=c1oc2ccccc2c(O)c1C=Nc1cccnc1 | 1
10 | O=C1COc2ccc(S(=O)(=O)N3CCN(c4cccc(Cl)c4)CC3)cc2N1 | 27

(more compounds)
No. | compound | p53 reactivator | ELG1 genotox | TRPV1 agonist | S-ASM inh | TSG101-PTAP inh | USP2a block
17 | COc1ccc(-n2c(=O)c(CCC(=O)N(C)Cc3ccccc3C)nc3ccccc32)cc1 | 1% | -9% | -1 | -1% | 0% | -6%
18 | Cc1cccc(Nc2nnc(SCC(=O)Nc3cccc(S(=O)(=O)N4CCCCC4)c3)s2)c1 | u | 13% | -1 | -12% | 0% | -1%
19 | Cc1ccc(C(=O)N2CCN(S(=O)(=O)c3ccc(C)cc3)CC2)cc1 | -3% | -6% | 4 | -3% | 1% | 2%
20 | O=S(=O)(/N=C(/Nc1cccc2ccccc12)c1ccccc1)c1ccccc1 | 3% | 0% | u | -5% | 0% | -2%
21 | Cc1ccc(S(=O)(=O)NCC(=O)OCC(=O)N2N=C(c3ccc(Cl)cc3)CC2c2ccco2)cc1C (stereo not given) | -12% | 0% | -4 | -8% | -1% | 0%
22 | Cc1ccc(OCCCC(=O)Nc2nnc(C3CCCO3)s2)c(C)c1 (stereo not given) | 1% | 0% | 0 | -2% | -1% | 1%
23 | Cc1ccc(NC(=O)C2C3C=CC4(O3)C2C(=O)N(CCCN2CCOCC2)C4C(=O)NC2CCCCC2)cc1Cl (stereo not given) | -5% | 0% | 0 | 2% | -5% | 0%
24 | CC(CN1CCCCC1)OC(=O)Cc1ccc(Cl)cc1 (stereo not given) | -3% | -1% | 1 | -1% | -3% | 1%

No. | BRCA1 expr act | a7 integrin act | B2AR arrestin | uPA surface inh | Eya2 phos inh
17 | -37% | -19% | 0.3% | 11% | 8%
18 | -2% | -10% | 2.2% | -15% | -9%
19 | -5% | 4% | 0.2% | -2% | -6%
20 | -49% | -6% | 0.2% | 1% | -4%
21 | -1% | 14% | -0.8% | -22% | 1%
22 | -8% | 0% | 0.3% | 12% | -2%
23 | -13% | 0% | 0.1% | -1% | 8%
24 | -6% | -2% | 0.2% | 0% | -4%

Next section.
No. | compound | p53 reactivator | ELG1 genotox | TRPV1 agonist | S-ASM inh | TSG101-PTAP inh | USP2a block
25 | CCc1cc(C(=O)OC)c(NC(=O)CC2Nc3cc(C)c(C)cc3NC2=O)s1 (stereo not given) | 12% | 3% | 6 | 0% | u | 3%
26 | CCCOc1ccc(C(=O)CCN2CCN(C(=O)OCC)CC2)cc1 | 8% | u | 27 | -5% | 2% | 3%
27 | C=CCn1c2ccccc2c2nnc(SCCCn3c(=O)[nH]c4ccccc43)nc21 | -12% | -9% | 9 | -16% | -4% | 0%
28 | CCn1c(SCc2nc(-c3ccccc3)no2)nc2ccccc21 | 2% | -2% | x | -8% | -4% | 1%
29 | CC(C)(C)C(=O)NC(CC(=O)O)c1ccccc1 (stereo not given) | 22% | 3% | -1 | -1% | 1% | 0%
30 | COc1cccc(CN2CCN(Cc3cccn3-c3cccnc3)CC2CCO)c1 (stereo not given) | -2% | -4% | 1 | 0% | 2% | 0%
31 | O=C(NC(=S)Nc1ccc(Cc2ccncc2)cc1)c1ccc(F)cc1 | -3% | -2% | 11 | -1% | 1% | -5%
32 | COC(=O)c1c(NC(=O)CSc2ncnc3[nH]ncc23)sc2c1CCC2 | -4% | 17% | 0 | -1% | 1% | -1%
33 | CC(=O)OCc1cc(-c2nn(C)c(=O)c3ccccc23)ccc1C | -4% | 19% | 3 | 1% | -6% | -1%
34 | Cc1cc(SCc2ccccc2)nc(=O)[nH]1 | 9% | 5% | -2 | 1% | -7% | 2%

No. | BRCA1 expr act | a7 integrin act | B2AR arrestin | uPA surface inh | Eya2 phos inh
25 | 2% | 12% | -0.5% | 6% | 2%
26 | -83% | -62%[inhibitor] | -0.2% | -5% | 7%
27 | -78% | -37% | -0.3% | -2% | -11%
28 | 0% | 28% | 0.7% | -5% | 7%
29 | -28% | 1% | 0.2% | -1% | 3%
30 | 0% | -4% | -0.1% | 3% | -8%
31 | -1% | 6% | 0.1% | -5% | -1%
32 | -50% | 4% | 3.9% | -3% | -23%
33 | -19% | -29% | -0.1% | -3% | -1%
34 | 31% | 8% | 0.0% | -1% | -13%
